Rpn11 block: Rpn11 (PSMD14) deubiquitinase inhibitors, primary screen, biochemical, fluorescence polarization, uHTS | calls only at 20 µM | 360,000 tested, 0.59% active | 26S proteasome non-ATPase regulatory subunit 14 (Homo sapiens), O00487 | human 26S proteasome, Ub4-pepOG fluorescence polarization; 20S core pre-blocked with epoxomicin;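 active means inhibition at 20 µM, scaled to each plate's controls, above about 33%, limit read from the data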
Tb MetRS inh: T. brucei MetRS inhibitors, primary screen, biochemical, luminescence. methionyl-tRNA synthetase (Trypanosoma brucei brucei). purified T. brucei MetRS, ATP depletion, Kinase-Glo luminescence. inhibition, % at 11.9 µM. 360,000 tested, 0.4% active;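 active means inhibition above a per-plate cutoff of the control wells' mean inhibition plus 3 SD, cut at about 5.5% in these data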;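 further: 0% = DMSO wells median and 100% = median of wells with control inhibitor compound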
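assay system = parasite MetRS enzyme | timing = 15 min preincubation, 2 h reaction, all 25 °C | evaluation = percent inhibition relative to median high and low control wells | medium = HEPES buffer containing pyrophosphatase, BSA, spermine, DTT | compound = single dose, 11.9 µM final nominal, 0.9% final DMSO | detection = Kinase-Glo luminescence, ATP depletion format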
STEP block: STEP phosphatase inhibitors, primary screen, biochemical, fluorescence intensity, uHTS; Tyrosine-protein phosphatase non-receptor type 5 (Homo sapiens), P54829; recombinant STEP, OMFP fluorogenic substrate; inhibition, % at 20 µM; 360,000 tested, 0.25% active;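 active means inhibition at 20 µM, scaled per plate between control wells, above about 37%, limit read from the data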;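 further: 0% = DMSO with enzyme and substrate and 100% = substrate only without enzyme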
Target sequence (P54829 whole entry, looked up): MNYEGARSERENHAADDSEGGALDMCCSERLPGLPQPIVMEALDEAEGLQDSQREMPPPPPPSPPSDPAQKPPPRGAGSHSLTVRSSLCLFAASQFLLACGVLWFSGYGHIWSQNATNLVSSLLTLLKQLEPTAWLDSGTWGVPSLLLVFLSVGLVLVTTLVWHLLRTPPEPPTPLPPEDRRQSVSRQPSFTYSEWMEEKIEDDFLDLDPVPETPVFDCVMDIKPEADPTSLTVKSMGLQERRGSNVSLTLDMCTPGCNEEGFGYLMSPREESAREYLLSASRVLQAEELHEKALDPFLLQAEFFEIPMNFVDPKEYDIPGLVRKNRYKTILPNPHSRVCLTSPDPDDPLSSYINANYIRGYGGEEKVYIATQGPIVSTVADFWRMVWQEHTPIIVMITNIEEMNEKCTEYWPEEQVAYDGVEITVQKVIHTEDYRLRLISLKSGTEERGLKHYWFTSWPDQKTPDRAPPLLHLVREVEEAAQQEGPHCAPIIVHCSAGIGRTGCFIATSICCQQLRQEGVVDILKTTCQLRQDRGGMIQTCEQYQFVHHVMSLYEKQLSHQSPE
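material = STEP tyrosine phosphatase | reagent = fluorogenic phosphatase substrate OMFP at 25 µM final | doses = single compound dose of 20 µM, 1% DMSO final | schedule = 20 min reaction, room temperature, in the dark | measured by = fluorescence, 480/540 nm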
NadD block: inhibitors of S. aureus NadD, primary screen, biochemical, colorimetric, uHTS; Nicotinate-nucleotide adenylyltransferase NadD (Staphylococcus aureus N315); purified NadD enzyme, colorimetric absorbance read-out; inhibition, % at 20 µM; 360,000 tested, 0.78% active; AID 602399, 2012; in the data active means inhibition above about 26%; further: some compounds past the cut are filed as inactive
MsrA inhibitor: bovine MsrA enzyme inhibitors, primary screen, biochemical, absorbance, HTS; inhibition, % at 15.5 µM; Methionine sulfoxide reductase A (Bos taurus); 360,000 tested, 0.75% active; AID 651718, 2012; purified bovine MsrA, absorbance read-out; in the data active means inhibition above about 4.5%;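 further: 0% = vehicle wells with enzyme and 100% = reference inhibitor wells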
CSN inh: inhibitors of CSN-mediated cullin deneddylation, primary screen, biochemical, fluorescence polarization, uHTS; AID 651999, 2013; Purified CSN, SCF-Nedd8-OG deneddylation; inhibition, % at 12.5 µM; 360,000 tested, 0.38% active;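 active means pattern-corrected inhibition above about 35%, with an unprinted fluorescence ratio check between 0.5 and 1.5, limit read from the data, passing the limit was not always enough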;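 further: 0% = enzyme with substrate and 100% = substrate without enzyme; some results filed as inactive read as strong as hits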
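Assay system: purified human Csn5 enzyme expressed in HEK293T cells; Input: 0.24 nM Csn5 enzyme, final concentration; Reagent: 10 nM SCFSkp2-Nedd8OG; Compound dosing: 12.5 µM single point; Times: reaction 90 min, room temperature; Technique: fluorescence polarization readout.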
DNMT1 inh: human DNMT1 methyltransferase inhibitors, primary screen, biochemical, molecular beacon, fluorescence, HinP1I cleavage, uHTS | 360,000 tested, 0.83% active | inhibition (reported as % activation of signal), % at 10 µM | DNA (cytosine-5)-methyltransferase 1 (Homo sapiens), P26358; in the data active means inhibition above about 50%
SUMO1-SIM PPI: modulators of SUMO1 protein-protein interactions, primary screen, biochemical, uHTS; inhibition, % at 20 µM; Small ubiquitin-related modifier 1 (Homo sapiens), P63165; 360,000 tested, 0.33% active; SUMO1 binding to a labelled peptide, TR-FRET, 1 h; in the data active means inhibition above about 37%
Target sequence (P63165 whole entry, looked up): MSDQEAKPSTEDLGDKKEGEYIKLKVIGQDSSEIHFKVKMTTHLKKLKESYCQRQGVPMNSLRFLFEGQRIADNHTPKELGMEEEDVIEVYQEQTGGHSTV
LMPTP block: LMPTP phosphatase inhibitors, primary screen, biochemical, fluorescence intensity, uHTS; Low molecular weight phosphotyrosine protein phosphatase (Homo sapiens), P24666; recombinant LMPTP-A, OMFP fluorogenic substrate; inhibition, % at 20 µM; 360,000 tested, 0.22% active; AID 651560, 2012;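 active means compounds that cut the enzyme signal by at least half of the control window in the single-dose screen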;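 further: plate controls were DMSO wells with enzyme plus substrate for no effect and substrate without enzyme for full effect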
Target sequence (P24666 whole entry, looked up): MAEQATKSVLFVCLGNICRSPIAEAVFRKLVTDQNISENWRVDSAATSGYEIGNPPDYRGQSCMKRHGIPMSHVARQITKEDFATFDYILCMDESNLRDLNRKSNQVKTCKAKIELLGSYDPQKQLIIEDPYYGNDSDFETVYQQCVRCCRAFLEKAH
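Test system – LMPTP-A phosphatase enzyme · Quantity – 0.625 nM LMPTP-A final · Reagent – OMFP substrate, 400 µM final · Dosing – one test concentration per compound, 20 µM, with 3% DMSO overall · Timing – 50 min enzyme reaction at room temperature, protected from light · Detection – fluorescence intensity · Controls – substrate-only low control, DMSO enzyme-plus-substrate high control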
Scp1 inh: Scp-1 phosphatase inhibitors, primary screen, biochemical, colorimetric, uHTS; Recombinant Scp1, phosphopeptide, malachite green phosphate absorbance; 340,000 tested, 0.88% active; inhibition, % at 20 µM; Carboxy-terminal domain RNA polymerase II polypeptide A small phosphatase 1 (Homo …;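 active means inhibition above about 50% at 20 µM, limit read from the data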;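 further: plate controls were DMSO wells with enzyme for no effect and wells lacking enzyme for full effect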
Target sequence (Q9GZU7 76-261 limits assumed): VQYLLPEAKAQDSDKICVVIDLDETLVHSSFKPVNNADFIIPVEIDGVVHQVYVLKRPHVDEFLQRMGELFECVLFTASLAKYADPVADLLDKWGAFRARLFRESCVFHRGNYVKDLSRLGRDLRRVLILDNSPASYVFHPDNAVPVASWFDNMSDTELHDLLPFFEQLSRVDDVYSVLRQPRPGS
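Material – SCP-1 phosphatase catalytic domain, residues 76-261 · Buffer or medium – Acidic Tris acetate buffer with magnesium and detergent · Also added – Phospho 17-mer peptide substrate · Compound – single 20 µM dose, 1% DMSO · Times – 45 min room-temperature reaction, 5 min colour, 30 min stabiliser · Technique – Phosphate-binding colour reagent, absorbance read at 630 nm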
Active calls of the source: *; i = inactive; x = not tested or not shown; & = joins results of further samples.

LMPTP block,Scp1 inh,MsrA inhibitor,SUMO1-SIM PPI,Rpn11 block,NadD block,CSN inh,STEP block,Tb MetRS inh,DNMT1 inh,molecule
-1.5,-4,-1.3,2,i,-5,1,-1,-0.9,0,CCOC(=O)C1(CCCc2ccccc2)CCN(C(=O)c2cnc(C)cn2)CC1
-1.5,-2,-0.3,14,i,0,-2,-4,1.0,1,O=C(N/N=C1\CCCc2ccccc21)c1cccc([N+](=O)[O-])c1
-1.8,1,1.9,-22,i,1,-3,-1,0.1,-6,O=C(NCc1cccnc1)C1CCCN(S(=O)(=O)c2cccc3nsnc23)C1 (stereo not drawn)
-1.6,6,1.1,-1,i,-7,13,-2,-1.2,-1,COCCCNC(=S)N1CCC(C(=O)c2ccc3c(c2)OCCO3)CC1
0.1,-6,-0.7,-5,i,-11,4,-2,-0.6,-1,O=C(COC(=O)C1CCN(S(=O)(=O)c2cccs2)CC1)Nc1ccc(F)cc1F
0.9,-6,0.0,9,i,-9,11,-2,-0.5,6,CN1CCCN(S(=O)(=O)c2cccc(C(F)(F)F)c2)c2nc3ccccc3nc21
-0.9,-1,1.1,3,i,-4,-3,0,0.1,-1,CN(CC(=O)Nc1ccc(N2CCOCC2)cc1)C(=O)CCNC(=O)c1ccc(Br)cc1
20,6,0.6,1,i,-5,-3,-1,2.6,-3,CC(=O)c1ccc(Nc2c3c(nc4ccccc24)CCCC3)cc1
-2.6,-11,0.9,-1,i,0,-6,3,0.4,5,NC(=O)c1nn(-c2ccc(Cl)cc2Cl)c(=O)cc1O
-2.3,-6,0.4,3,i,1,-3,2,0.7,10,COc1ccccc1-n1c(-c2cn(C)nc2C)n[nH]c1=S
3.0,-9,0.8,5,i,-3,-2,0,0.6,3,S=C(Nc1ccccn1)Nc1ccccc1Cl
-0.6,x,-0.4,-4,i,-2,1,0,-0.2,-2,CC(=O)Nc1ccc(-c2ccnc3c2CC(C(=O)Nc2ccc4c(c2)OCO4)O3)cc1 (stereo not drawn)
-5.7,x,0.5,8,i,-6,4,2,-0.1,-7,CN(C)CCNC(=O)c1cccc(-c2cnc3c(NC=O)cc(-c4ccc(F)cc4)cn23)c1
0.5,-6,2.0,-3,i,2,9,0,1.3,0,CCc1c(C)nc2ncnn2c1Nc1ccc(C#N)c(Cl)c1
18,0,-0.2,5,i,8,1,-1,56*,32,COc1ccc2[nH]c3nc(SCC(=O)Nc4ccc5c(c4)OCO5)nnc3c2c1
-0.5,0,-0.8,2,i,-2,3,-2,-0.4,3,CCNS(=O)(=O)c1ccc(CCC(=O)NCc2cccnc2)cc1
-2.1,-6,-0.4,-8,i,-2,3,1,-0.5,1,O=C(OCc1ccccc1)C1CCCN1C(=O)c1ccccc1[N+](=O)[O-] (stereo not drawn)
1.1,-10,0.9,-4,i,-2,-2,4,-0.8,-5,CCOC(=O)C1=C(C)N=C2SC(CC)C(=O)N2C1c1cccc(F)c1 (stereo not drawn)
-0.9,-2,-1.4,4,i,2,-4,-3,-0.6,5,O=C(/C=C/c1ccccc1)N1c2ccccc2Sc2ccc(C(F)(F)F)cc21
3.4,5,2.6,0,i,3,-15,0,-1.4,0,COC(=O)c1ccccc1NC(=O)C/C(C)=N/NC(=O)CC#N
1.7,7,-0.6,-3,i,-2,7,0,-1.4,2,Cc1cc(C)cc(OCC(=O)Nc2ccc3c(c2)OCCO3)c1
-0.7,-9,0.1,2,i,-4,1,-7,0.1,4,Cc1ccc(-c2nnc(COc3cccc(-n4cnnn4)c3)o2)cc1
-0.7,-14,1.1,4,i,3,2,-2,-0.1,1,CC(=O)Nc1cccc(OCCCNC(=O)c2ccc(F)cc2)c1
-1.6,3,0.8,-4,i,-8,4,6,-1.0,0,O=C(O)c1ccc(Nc2nc3ccccc3nc2NS(=O)(=O)c2cccs2)cc1
1.3,-4,0.0,0,i,7,-2,-5,-1.9,6,COc1cc(C(O)P(=O)(OCC(C)C)OCC(C)C)cc(OC)c1OC (stereo not drawn)

Reprinted at random: two compounds from above
LMPTP block,Scp1 inh,MsrA inhibitor,SUMO1-SIM PPI,Rpn11 block,NadD block,CSN inh,STEP block,Tb MetRS inh,DNMT1 inh,molecule
3.4,5,2.6,0,i,3,-15,0,-1.4,0,COC(=O)c1ccccc1NC(=O)C/C(C)=N/NC(=O)CC#N
-5.7,x,0.5,8,i,-6,4,2,-0.1,-7,CN(C)CCNC(=O)c1cccc(-c2cnc3c(NC=O)cc(-c4ccc(F)cc4)cn23)c1

The results go on:
LMPTP block,Scp1 inh,MsrA inhibitor,SUMO1-SIM PPI,Rpn11 block,NadD block,CSN inh,STEP block,Tb MetRS inh,DNMT1 inh,molecule
-0.8,-3,0.2,-1,i,-3,0,1,-0.2,-3,COc1cc(C2=NOC(C(=O)Nc3cccnc3)C2)cc(OC)c1OC (stereo not drawn)
3.1,-5,0.7,-8,i,3,1,-2,0.1,1,CC(=O)c1c(C)[nH]c(C(=O)Nc2cccc(S(=O)(=O)N3CCCCC3)c2)c1C
-0.6,-1,-0.7,-5,i,0,-2,-2,-0.2,1,O=C(Cn1ccc(=O)[nH]c1=O)NCCO
0.4,-9,-0.7,-4,i,-6,1,0,-0.4,-2,CCOc1ccc(NS(=O)(=O)c2ccc(C(=O)N(C)Cc3cccc(OC)c3OC)cc2)cc1
0.5,10,1.1,-13,i,25,-1,1,-0.7,-9,COc1cc(/C=N/NC(=O)c2ccc3ccccc3c2)ccc1Oc1ccc([N+](=O)[O-])cn1
-1.3,-7,-0.7,8,i,-2,0,1,-0.5,-6,COc1ccc(CC(=O)Oc2ccc(C)cc2Br)cc1S(=O)(=O)N1CCOCC1
0.8,-12,1.5,-25,i,-4,-2,-1,-0.1,-2,CN(CCOc1ccc(Cl)cc1)C(=O)CNS(=O)(=O)c1ccc(N(C)C)c([N+](=O)[O-])c1
0.5,-12,0.5,-6,i,-4,1,-3,0.1,16,CC1SCCN1S(=O)(=O)c1ccc2ccccc2c1 (stereo not drawn)
0.8,-3,0.5,4,i,3,-4,0,0.2,-6,O=C(CCCN1C(=O)C(c2ccccc2)Oc2cccnc21)NCc1ccc(F)cc1 (stereo not drawn)
0.7,-4,-0.8,-11,i,1,-6,4,0.1,-2,Cc1cc(C)c(NC(=O)c2cc(C(=O)O)ccc2C(=O)O)c([N+](=O)[O-])c1
2.3,x,-0.4,2,i,7,4,0,-0.9,-15,O[C@H]1C[C@H](c2ccc(Cl)cc2)N(CC2CCCCC2)C[C@@H]1n1cc(C2CC2)nn1
0.4,-10,0.1,-7,i,0,-4,2,2.2,-5,Brc1ccc2c(c1)C(c1cccnc1)=NNC(c1cccs1)=N2
-1.7,-9,-0.6,2,i,1,-1,1,0.2,1,COC(=O)c1cccc(C(=O)N2CCCC(CCC(=O)N(C)CCc3ccccn3)C2)c1 (stereo not drawn)
-1.2,1,1.0,-5,i,-2,0,-2,0.3,-3,O=C(CCc1ccccc1)NNC(=O)c1ccc(F)cc1
0.2,-8,1.2,-30,i,-9,6,2,-0.3,3,O=C(C[n+]1cccc(C(=O)N/N=C/c2ccc(Br)cc2)c1)c1ccccc1
0.5,-9,-0.1,2,i,2,-1,-1,-0.3,2,COc1cccc(N(CC(=O)NCCSc2ccccc2)S(C)(=O)=O)c1
1.7,x,0.4,2,i,2,0,-2,-0.4,5,O=C1NN=C2CCCCCCC12 (stereo not drawn)
0.8,-1,-1.1,2,i,1,0,0,-0.2,3,CCCCOc1ccc(C(=O)NCC(=O)OC2CCOC2=O)cc1 (stereo not drawn)
-1.8,-5,-0.5,0,i,-1,-3,-2,16*,0,O=C1C2Sc3[nH]c(=O)sc3C(c3cc([N+](=O)[O-])ccc3O)C2C(=O)N1c1ccccc1 (stereo not drawn)
-0.1&-2.8,-5&-13,1.2&0.8,2&0,i,4&-4,-2&-4,2&0,-0.5&-0.3,-4&-1,CCOC(=O)c1c(CN2CCOCC2)n(C)c2cc(Br)c(O)c(CN(C)C)c12
0.9,-8,-1.2,-1,i,-8,1,-6,-0.5,0,O=S(=O)(Nc1ccccc1)c1ccc(NS(=O)(=O)c2cccs2)cc1
-1.5,x,-0.8,-3,i,-4,-1,1,0.1,1,CN(Cc1ccccc1)C(=O)c1csc([C@H]2C[C@H](O)[C@@H](CO)O2)n1
0.9,-7,0.5,-1,i,6,2,1,-0.9,-2,Fc1ccccc1C1c2[nH]c3ccccc3c2CCN1Cc1ccoc1 (stereo not drawn)
-0.7,67*,4.3,2,i,-3,-5,6,-0.7,0,Cc1noc(C)c1C(=O)Nc1nnc(-c2ccccc2)s1
0.7,-11,2.8,-1,i,-1,2,-7,-0.5,3,O=C(c1ccc(S(=O)(=O)N2CCOCC2)cc1)N1CCN(c2ccccc2F)CC1
-5.6,-3,0.8,3,i,1,0,2,0.0,-2,CCN(CC)S(=O)(=O)c1ccc(C(=O)NCCN(C)C)cc1
-0.2,1,0.3,2,i,-2,-2,-3,-0.3,3,O=C(Nc1ccnn1C1CCN(C(=O)c2cnsn2)CC1)c1cccc(F)c1
3.1,-12,0.1,1,i,6,-2,1,0.0,-4,CC(C)c1ccc(NC(=O)CSc2nc3ccccc3nc2N2CCCC2)cc1
-0.7,-1,-0.4,-1,i,0,8,-2,-1.1,-3,Cn1c(Cc2csc(N)n2)nnc1SCC(=O)NC1CCCCC1

Of the compounds above, 2 contain a CF3 group.
LMPTP block,Scp1 inh,MsrA inhibitor,SUMO1-SIM PPI,Rpn11 block,NadD block,CSN inh,STEP block,Tb MetRS inh,DNMT1 inh,molecule
0.9,-6,0.0,9,i,-9,11,-2,-0.5,6,CN1CCCN(S(=O)(=O)c2cccc(C(F)(F)F)c2)c2nc3ccccc3nc21
-0.9,-2,-1.4,4,i,2,-4,-3,-0.6,5,O=C(/C=C/c1ccccc1)N1c2ccccc2Sc2ccc(C(F)(F)F)cc21

Bioassay records as filed in PubChem BioAssay.
